# ABHD5-PLIN5 inh – inhibitors of human ABHD5-perilipin-5 interaction; Q00G26+Q8WTS1; Split G. princeps luciferase complementation, luminescence, 4 h; inhibition, % at 4 µM; 360,000 compounds, 0.78% hits;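 active means inhibition above the mean inhibition across every tested compound plus 3 SD, cut at about 22% in these data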;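 further: 0% = DMSO only wells and the 100% control is not disclosed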
# TLR9-MyD88 inh – blocks human TLR9 binding to MyD88 | Q9NR96+Q99836 | CHO BLA complementation TLR9-MyD88, CCF4 FRET ratio | inhibition, % at 4.98 µM | 340,000 compounds, 0.21% hits | AID 504734;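 active means inhibition above the mean over all tested compounds plus 3 SD, cut at about 21% in these data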;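 further: 0% = DMSO only wells and 100% = clavulanate BLA inhibitor control wells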
# SRC1 inh – inhibitors of human steroid receptor coactivator 1 (SRC1); AID 588354; Q15788; HEK293 GAL4-SRC1 luciferase reporter, luminescence; 360,000 compounds, 0.12% hits; inhibition, % at 3.6 µM;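 active means inhibition above the campaign mean plus 3 SD, with each screening campaign given its own cutoff, cut at about 60% in these data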;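 further: 0% = DMSO treated cells and 100% = gossypol at 36 µM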
# LRH-1 inv ag – NR5A2 inverse agonism in reporter assay | O00482 | HEK293T StAR-luciferase reporter, LRH-1 transfected, 24 h | inhibition, % at 3.6 µM | 360,000 compounds, 0.13% hits | AID 602396;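 active means inhibition above the mean inhibition of all tested compounds plus 3 SD, cut at about 73% in these data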;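 further: 0% = DMSO wells and 100% = reporter-only cells lacking LRH-1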
# NCOA2 inhibitor – human SRC2 (NCOA2) inhibition; Q15596; inhibition, % at 9 µM; HEK293 GAL4-SRC2 luciferase reporter, luminescence; AID 651957; 370,000 compounds, 0.17% hits;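 active means inhibition above the mean inhibition of all tested compounds plus 3 SD, set per campaign, cut at about 52% in these data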;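 further: 0% = DMSO treated cells and 100% = cells given Gossypol at 36 µM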
# NCOA3 inh – inhibitors of human steroid receptor coactivator 3 (SRC3). inhibition, % at 3.6 µM. HEK293 GAL4-SRC3 luciferase reporter, luminescence. 360,000 compounds, 0.17% hits. Q9Y6Q9;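 active means inhibition above a per-campaign cutoff, the mean of all compounds plus 3 SD, cut at about 60% in these data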;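 further: 0% = DMSO-treated cells and 100% = gossypol-treated cells at 36 µM; higher means less SRC3-driven luciferase light from the GAL4 reporter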
# Target sequence (Q9Y6Q9 whole entry, looked up, the tested form may be a part): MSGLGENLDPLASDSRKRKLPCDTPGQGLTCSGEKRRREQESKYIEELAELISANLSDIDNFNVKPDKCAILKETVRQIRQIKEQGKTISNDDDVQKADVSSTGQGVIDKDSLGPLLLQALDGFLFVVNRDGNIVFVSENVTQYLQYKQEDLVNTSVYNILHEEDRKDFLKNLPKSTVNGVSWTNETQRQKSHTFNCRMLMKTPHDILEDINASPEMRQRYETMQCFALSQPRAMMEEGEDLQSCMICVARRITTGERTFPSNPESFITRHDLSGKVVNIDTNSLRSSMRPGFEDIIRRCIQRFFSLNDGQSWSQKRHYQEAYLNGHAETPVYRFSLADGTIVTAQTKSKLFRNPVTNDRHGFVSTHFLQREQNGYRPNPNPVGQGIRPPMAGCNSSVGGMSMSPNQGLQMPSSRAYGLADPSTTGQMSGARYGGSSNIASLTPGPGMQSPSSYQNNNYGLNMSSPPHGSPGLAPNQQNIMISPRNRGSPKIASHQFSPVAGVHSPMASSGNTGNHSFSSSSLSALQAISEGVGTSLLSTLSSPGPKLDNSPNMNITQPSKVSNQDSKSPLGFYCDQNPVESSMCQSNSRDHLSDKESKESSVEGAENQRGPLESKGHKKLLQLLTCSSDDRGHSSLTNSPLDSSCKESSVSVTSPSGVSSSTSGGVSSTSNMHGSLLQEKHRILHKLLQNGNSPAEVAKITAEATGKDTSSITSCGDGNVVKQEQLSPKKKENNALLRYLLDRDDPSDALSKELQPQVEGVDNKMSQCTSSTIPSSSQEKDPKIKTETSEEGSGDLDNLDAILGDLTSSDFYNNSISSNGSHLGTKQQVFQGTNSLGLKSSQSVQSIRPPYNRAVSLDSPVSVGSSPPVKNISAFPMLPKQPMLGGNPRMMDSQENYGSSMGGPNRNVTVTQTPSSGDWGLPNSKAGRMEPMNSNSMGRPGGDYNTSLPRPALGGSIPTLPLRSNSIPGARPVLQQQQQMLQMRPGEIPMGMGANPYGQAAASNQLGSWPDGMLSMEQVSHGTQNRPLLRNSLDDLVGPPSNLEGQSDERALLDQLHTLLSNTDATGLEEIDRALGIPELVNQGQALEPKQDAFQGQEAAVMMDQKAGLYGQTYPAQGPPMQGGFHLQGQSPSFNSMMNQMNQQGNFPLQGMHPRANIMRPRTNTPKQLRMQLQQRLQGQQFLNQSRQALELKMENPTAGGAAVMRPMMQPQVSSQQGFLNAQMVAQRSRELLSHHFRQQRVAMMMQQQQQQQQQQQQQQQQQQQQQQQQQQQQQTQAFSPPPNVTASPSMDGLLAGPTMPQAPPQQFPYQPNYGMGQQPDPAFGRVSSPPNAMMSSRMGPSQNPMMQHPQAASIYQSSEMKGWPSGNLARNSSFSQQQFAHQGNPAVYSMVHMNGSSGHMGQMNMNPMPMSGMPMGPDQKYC
# TWEAK-Fn14 inh – TWEAK-Fn14 signaling inhibition; 360,000 compounds, 2% hits; inhibition, % at 10 µM; AID 1159606; TWEAK-stimulated Fn14 reporter cells, luciferase luminescence, 8 h; in the data active means inhibition above about 50%
# COUP-TFII inh – inhibitors of human COUP-TFII (NR2F2) | inhibition, % at 8.6 µM | AID 686940 | 370,000 compounds, 0.7% hits | HEK293T NGFI-A luciferase reporter, luminescence;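 active means inhibition above a per-plate cutoff, mean inhibition of test wells between control levels plus 3 SD, cut at about 38% in these data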;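 further: cells cotransfected with COUP-TFII expression vector driving the NGFI-A reporter; 0% = median of COUP-TF2 test wells and 100% = reporter-only cells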
# TROY NFkB inh – TROY signaling inhibition; Q293 LMP1-TROYcd NF-kB luciferase reporter, 4 h; inhibition, % at 10 µM; 360,000 compounds, 0.98% hits; AID 1347056;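 active means compounds whose plate-normalised and pattern-corrected inhibition of the luciferase reporter signal at the single screening dose is 50% or more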
# NOD2 RIPK2 PPI – inhibitors of human NOD2-RIPK2 interaction. inhibition, % at 4.98 µM. 360,000 compounds, 0.38% hits. CHO BLA complementation NOD2-RIPK2, CCF4 ratio. AID 624267. O43353; in the data active means inhibition above about 21%;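 further: 0% = vehicle only and 100% = reference blocker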
# Exocytosis inh – lytic granule exocytosis inhibition; AID 651702; TALL-104 LAMP-1 surface exposure, flow cytometry; cells stimulated with thapsigargin and PMA; inhibition, % at 10 µM; 360,000 compounds, 0.66% hits;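 active means inhibition above about 55%, limit read from the data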
# * hit, by the source's call; . = no result given; & = joins results of further samples. This is a subset; the hit share may differ from the screen's.
SMILES,ABHD5-PLIN5 inh,TLR9-MyD88 inh,SRC1 inh,LRH-1 inv ag,NCOA2 inhibitor,NCOA3 inh,TWEAK-Fn14 inh,COUP-TFII inh,TROY NFkB inh,NOD2 RIPK2 PPI,Exocytosis inh
CCCCCC(=O)N1C[C@@H](n2cc(-c3ccc(F)cc3)nn2)[C@H](O)C[C@@H]1c1ccc(C)cc1,-10,-9,-4,-6,21,12,10,17,7,1,4
COc1c(C)cc(C(=O)C2CCCN(C(=O)CCc3scnc3C)C2)cc1C (stereo unspecified),2,-1,6,20,12,22,-5,18,20,-8,1
Cc1cc(OCC(=O)N(C)Cc2ccccc2)cc(C)c1Cl,-4,-17,14,-15,-17,-22,-14,-1,-27,1,27
CN1C(=O)NC(c2ccccc2)C2=C1CN(c1cccc(C(F)(F)F)c1)C2=O (stereo unspecified),5,-8,-9,-8,16,5,-2,6,1,1,-3
CCCCn1c(N)c(N(CCOC)C(=O)CC(NC(=O)c2ccccc2)c2ccccc2)c(=O)[nH]c1=O (stereo unspecified),-6,-11,24,-16,-26,-13,1,-3,-4,-4,-1
CCc1nc2ccc(C(=O)N3CCN(C(=O)c4ccco4)CC3)cn2c1N(CCC(C)C)CCN(C)C,3,.,8,3,-4,-9,9,-18,11,5,-3
O=S(=O)(c1cc(Br)ccc1Br)N1CCCCCC1,-7,0,-5,-1,-13,-11,24,-1,9,-7,18
CN1CCN(C2CN(Cc3cn(Cc4ccc(F)cc4)nn3)S(=O)(=O)C2)CC1 (stereo unspecified),-2,.,.,6,12,.,18,-4,-3,3,-1
Cc1ccc(SCc2noc(-c3c(C)noc3C)n2)cc1,-2,-6,21,-2,21,5,-17,4,-38,-6,-7
Cc1noc(C)c1NC(=O)N(C)C[C@H]1Oc2c(NS(=O)(=O)c3cn(C)cn3)cccc2C(=O)N([C@H](C)CO)C[C@@H]1C,6,8,-1,-2,6,-2,0,-10,-3,-10,2
Cc1ccc(S(=O)(=O)Nc2ccc3ccccc3n2)cc1,-3,.,1,-12,-29,11,-1,-1,-18,-7,-6
C(=N\N1CCN(c2ccccn2)CC1)/c1cccc2ccccc12,-12,1,-24,-13,-27,11,-22,-14,2,3,0
Cc1ccc(-c2ccc(/C=N/NC(=S)Nc3ccccc3)o2)cc1[N+](=O)[O-],-8,4,6,-6,-11,4,-34,-24,-23,5,-2
CC1CC(=O)c2cc(-c3ccccc3)oc2C1 (stereo unspecified),1,1,-17,-30,-15,-37,-12,-25,-50,-1,-6
O=C(O)CCCNC(=O)OCc1ccccc1,-2,-2,3,-25,18,7,9,25,17,-1,2
COc1ccc(/C=C(\C#N)C(=O)NCc2ccccc2)cc1,2,0,-6,13,-24,-1,10,-3,-38,6,8
COc1ccc(CN(C(=O)CCC(=O)Nc2cc(C)on2)C(C(=O)NC(C)(C)C)c2cccc(OC)c2OC)cc1 (stereo unspecified),-1,-7,3,10,-19,6,3,-11,14,-16,0
O=C(Nc1nccs1)C1CC(=O)N(c2ccccc2Cl)C1 (stereo unspecified),4,-1,-15,-21,4,0,-6,0,-7,-7,0
CCCCN(C(=O)C1CC(=O)N(CCc2ccc(OC)c(OC)c2)C1)c1c(N)n(CCCC)c(=O)[nH]c1=O (stereo unspecified),-1,1,9,16,-5,3,3,-7,9,-23,6
COc1cc(C(Nc2ccccn2)c2ccc3ccc(C)nc3c2O)cc(OC)c1O (stereo unspecified),14,-11,-9,4,.,9,46,.,10,6,105*
CN(c1ccc(OC(=O)c2ccc(-n3cncn3)c([N+](=O)[O-])c2)cc1)S(=O)(=O)c1ccccc1,-12,-3,0,-32,-26,-9,10,-3,23,-7,8
CCOC(=O)c1ccc(NC(=S)N2CCN(CCN=CC3=C(O)CC(c4ccccc4)CC3=O)CC2)cc1 (stereo unspecified),1,.,1,-6,17,9,29,11,34,-2,46
COc1ccc(NC(=O)C[C@H]2C(=O)N(c3ccc(Br)cc3)C[C@@H]2CSC)cc1,-8,7,11,-12,5,-16,-7,15,6,3,-4
CC(=O)c1cccc(NS(=O)(=O)N2CCOCC2)c1,8,-7,11,-30,-2,-5,0,-6,17,-8,0
CCOC(=O)c1c(NC(=S)NC(=O)c2ccco2)sc2c1CCCC2,1,-8,-1,-23,-28,10,-2,6,-30,-6,8
Cc1ncsc1CCOC(=O)c1ccc(Cl)cc1,-1,1,-6,-7,-18,9,-20,-1,-58,-1,-8
Cc1c(C)c2ccc(OCC(=O)N(C)C)c(C)c2oc1=O,-1,1,-4,-10,-44,-15,2,-2,-8,11,0
Cc1ccc(OP(=O)(Nc2c(C)n(C)n(-c3ccccc3)c2=O)Oc2ccc(C)cc2)cc1,-5,-1,-23,-6,-11,18,0,1,9,5,-5
CCOC(=O)Cn1c(=O)oc2cc(S(=O)(=O)NC(C)(C)CC)ccc21,-2,-7,-3,14,-1,8,-3,2,28,-4,-9
COCC(C)n1c(SCc2nc3ccccc3c(=O)[nH]2)nc2ccccc2c1=O (stereo unspecified),3,3,1,3,-11,2,-15,-10,6,-3,-3

# 13 entries from above, with values under each structure:
# Results follow in this order: ABHD5-PLIN5 inh | TLR9-MyD88 inh | SRC1 inh | LRH-1 inv ag | NCOA2 inhibitor | NCOA3 inh | TWEAK-Fn14 inh | COUP-TFII inh | TROY NFkB inh | NOD2 RIPK2 PPI | Exocytosis inh
O=C(Nc1nccs1)C1CC(=O)N(c2ccccc2Cl)C1 (stereo unspecified)
→ 4 | -1 | -15 | -21 | 4 | 0 | -6 | 0 | -7 | -7 | 0
CCCCN(C(=O)C1CC(=O)N(CCc2ccc(OC)c(OC)c2)C1)c1c(N)n(CCCC)c(=O)[nH]c1=O (stereo unspecified)
→ -1 | 1 | 9 | 16 | -5 | 3 | 3 | -7 | 9 | -23 | 6
COc1cc(C(Nc2ccccn2)c2ccc3ccc(C)nc3c2O)cc(OC)c1O (stereo unspecified)
→ 14 | -11 | -9 | 4 | . | 9 | 46 | . | 10 | 6 | 105*
CN(c1ccc(OC(=O)c2ccc(-n3cncn3)c([N+](=O)[O-])c2)cc1)S(=O)(=O)c1ccccc1
→ -12 | -3 | 0 | -32 | -26 | -9 | 10 | -3 | 23 | -7 | 8
CCOC(=O)c1ccc(NC(=S)N2CCN(CCN=CC3=C(O)CC(c4ccccc4)CC3=O)CC2)cc1 (stereo unspecified)
→ 1 | . | 1 | -6 | 17 | 9 | 29 | 11 | 34 | -2 | 46
COc1ccc(NC(=O)C[C@H]2C(=O)N(c3ccc(Br)cc3)C[C@@H]2CSC)cc1
→ -8 | 7 | 11 | -12 | 5 | -16 | -7 | 15 | 6 | 3 | -4
CC(=O)c1cccc(NS(=O)(=O)N2CCOCC2)c1
→ 8 | -7 | 11 | -30 | -2 | -5 | 0 | -6 | 17 | -8 | 0
CCOC(=O)c1c(NC(=S)NC(=O)c2ccco2)sc2c1CCCC2
→ 1 | -8 | -1 | -23 | -28 | 10 | -2 | 6 | -30 | -6 | 8
Cc1ncsc1CCOC(=O)c1ccc(Cl)cc1
→ -1 | 1 | -6 | -7 | -18 | 9 | -20 | -1 | -58 | -1 | -8
Cc1c(C)c2ccc(OCC(=O)N(C)C)c(C)c2oc1=O
→ -1 | 1 | -4 | -10 | -44 | -15 | 2 | -2 | -8 | 11 | 0
Cc1ccc(OP(=O)(Nc2c(C)n(C)n(-c3ccccc3)c2=O)Oc2ccc(C)cc2)cc1
→ -5 | -1 | -23 | -6 | -11 | 18 | 0 | 1 | 9 | 5 | -5
CCOC(=O)Cn1c(=O)oc2cc(S(=O)(=O)NC(C)(C)CC)ccc21
→ -2 | -7 | -3 | 14 | -1 | 8 | -3 | 2 | 28 | -4 | -9
COCC(C)n1c(SCc2nc3ccccc3c(=O)[nH]2)nc2ccccc2c1=O (stereo unspecified)
→ 3 | 3 | 1 | 3 | -11 | 2 | -15 | -10 | 6 | -3 | -3

# The listing continues.
SMILES,ABHD5-PLIN5 inh,TLR9-MyD88 inh,SRC1 inh,LRH-1 inv ag,NCOA2 inhibitor,NCOA3 inh,TWEAK-Fn14 inh,COUP-TFII inh,TROY NFkB inh,NOD2 RIPK2 PPI,Exocytosis inh
CCCNC(=O)N1C[C@H](O)COC[C@@H]2O[C@@H](CC(=O)NCCCN3CCOCC3)CC[C@H]21,-2,.,.,-7,0,.,.,4,.,13,6
S=C(NCc1ccncc1)Nc1ccc(Br)cc1Cl,-6,0,-1,5,25,11,2,5,10,-2,21
C[C@H](CCC(=O)NCC(=O)O)[C@H]1CC[C@H]2[C@@H]3[C@H](O)C[C@@H]4C[C@H](O)CC[C@]4(C)[C@H]3C[C@H](O)[C@]12C,1&-2&2,2&-1&-9,2&-27&-23,-11&13&0,-3&-6&11,-4&-35&-5,4&8&-40,2&1&9,10&2&13,-4&-6&7,-2&-7&0
CCN(CC)S(=O)(=O)c1ccc(C(=O)NCc2n[nH]c(=S)n2-c2ccccc2OC)cc1,-2,1,2,-23,6,-5,2,3,-21,5,3
O=C(NNC(=O)c1n[nH]c2ccccc12)c1ccccc1,0,0,-14,18,-41,5,-1,-5,-33,3,-2
Cc1ccc(-n2c(-c3ccccc3)c[n+]3c2CCc2ccccc2-3)c(C)c1,4,0,38,68,12,71*,47,64*,46,3,15
Cn1cccc1C(=O)NNC(=O)COc1ccc(Br)cc1,-8,11,-16,3,-18,4,7,6,-20,-3,1
Nc1ccc(C(=O)N(CCO)CCO)cc1,0,6,-13,-7,5,-2,14,4,-4,-7,0
O=C(C1CCN(S(=O)(=O)c2ccccc2)CC1)N(CCc1ccccc1)Cc1ccco1,12,4,4,7,9,5,4,12,19,0,1
O=C(C(Sc1ccccc1)c1ccccc1)N1CCN(c2ccccc2)CC1 (stereo unspecified),0,2,-35,-8,2,25,-1,13,-1,15,-2
COc1ccc(CNCCS(=O)(=O)NCc2ccccc2)cc1,1,-3,7,9,25,-6,-8,-11,-5,6,-9
C/C(=N\Nc1nc2ccccc2[nH]1)c1ccc2c(c1)OCCO2,-2,-5,-51,-27,4,-3,35,-8,32,-3,0
Cc1ccc(C)c(OCc2cc(C(=O)N3CCc4sccc4C3)no2)c1,-1,9,-5,9,7,-2,-13,17,-14,0,-1
Cc1nn(CC(=O)Nc2ccc(N3CCOCC3)cc2)c(C)c1[N+](=O)[O-],4,1,-35,8,6,-5,-1,10,1,-3,12
COc1cccc(-c2csc3nc[nH]c(=O)c23)c1,5,-3,3,3,-16,11,11,4,7,-4,1
O=C(CCl)Nc1sccc1C(=O)c1ccccc1,3,-2,-10,14,-1,-4,5,1,7,3,-5
CCOC(=O)C1CCCCN1Cc1cn(C)nc1-c1ccccc1F (stereo unspecified),2,-2,-10,4,19,7,0,-11,2,-8,-11
COCCNC(=O)c1cc2sc3ccccc3c2s1,2,-6,-73,-113,-81,-72,-17,-40,-35,-4,8
O=C(c1cccc(C(=O)N2CCc3ccccc32)n1)N1CCc2ccccc21,-1,7,-4,29,-11,2,5,2,2,10,-3
O=C(Cn1nc(Cc2cccnc2)c2ccccc2c1=O)Nc1cc(F)ccc1F,-3,4,-17,-8,-3,18,6,-7,-7,4,-8
Cc1ccc(C(O)c2ncc(-c3ccc(Cl)cc3)[nH]2)c(C)c1 (stereo unspecified),-10,.,13,-31,-6,0,-2,3,25,-2,-9
Cc1ccc(S(=O)(=O)NC(CC(C)C)C(=O)Nc2ccncc2)cc1 (stereo unspecified),6,11,-5,-6,4,1,-2,22,-12,-6,2

# Screening results from PubChem.
